CaV13 FRET inh = Disruptors of the CACNA1D IQ motif to Ca2+-dependent inactivation inhibitor domain association, primary screening, Förster resonance energy transfer in intact living …; AID 743397; HEK cells, CFP/YFP FRET ICDI-IQ, plate reader, 10 min; percent FRET-ratio fall versus neutral wells; inhibition, % at 12.3 µM; actives 0.098% (n = 340,000);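 active means mean replicate inhibition of at least 30% and at least 1% of replicates passing that level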;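 further: 0% = median of the neutral control wells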
hiPSC survival = increases survival of single human iPS cells. actives 0.044% (n = 360,000). hiPSC single-cell survival, ATPlite luminescence; 100% = ROCK inhibitor wells, 0% = DMSO. survival enhancement, % at 20 µM; in the data active means survival enhancement above about 18%;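 further: cells exposed to compounds for 16 hours before the ATP read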
Granule exo inh = lytic granule exocytosis inhibition | TALL-104 LAMP-1 surface exposure, flow cytometry; cells stimulated with thapsigargin and PMA | inhibition, % at 10 µM | actives 0.66% (n = 360,000);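 active means inhibition above about 55%, limit read from the data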
ABCB6 inh 2 = inhibitors of human ABC transporter ABCB6; AID 602162; K562-ABCB6 porphyrin accumulation, flow cytometry, 1 h; stronger effect = lower value; fluorescence ratio to DMSO, % at 10 µM; Q9NP58; actives 0.19% (n = 360,000);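 active means fluorescence ratio to DMSO below 75%, the collection mean minus 3 SD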;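 further: signal is porphyrin accumulated inside mitochondria; 100% equals median channel fluorescence of DMSO control wells; lower ratio means ABCB6 inhibition with less porphyrin fluorescence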
Cardio protect = protects H9c2 cardiomyocytes from peroxide injury | H2O2 injury protection, ATPLite, 2 h | protection from H2O2 cell death, % at 20 µM | actives 0.63% (n = 360,000);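 active means compounds giving at least 50% protection of heart cells from peroxide-induced death in the single-dose screen, raw or plate-pattern-corrected value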;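 further: 0% = DMSO wells with peroxide and 100% = DMSO wells without peroxide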
HTR2A ag = agonists of mouse serotonin 5-HT2A receptor (HTR2A) | actives 0.66% (n = 360,000) | activation, % at 7.6 µM | CHO-K1 mHTR2A beta-arrestin complementation, luminescence; percent of 30 µM serotonin response | P35363;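 active means activation above a run cutoff, the mean activation of all tested compounds plus 3 SD, cut at about 14% in these data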;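 further: 0% = plate median of compound wells and 100% = 30 µM serotonin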
Target sequence (P35363 whole entry, looked up): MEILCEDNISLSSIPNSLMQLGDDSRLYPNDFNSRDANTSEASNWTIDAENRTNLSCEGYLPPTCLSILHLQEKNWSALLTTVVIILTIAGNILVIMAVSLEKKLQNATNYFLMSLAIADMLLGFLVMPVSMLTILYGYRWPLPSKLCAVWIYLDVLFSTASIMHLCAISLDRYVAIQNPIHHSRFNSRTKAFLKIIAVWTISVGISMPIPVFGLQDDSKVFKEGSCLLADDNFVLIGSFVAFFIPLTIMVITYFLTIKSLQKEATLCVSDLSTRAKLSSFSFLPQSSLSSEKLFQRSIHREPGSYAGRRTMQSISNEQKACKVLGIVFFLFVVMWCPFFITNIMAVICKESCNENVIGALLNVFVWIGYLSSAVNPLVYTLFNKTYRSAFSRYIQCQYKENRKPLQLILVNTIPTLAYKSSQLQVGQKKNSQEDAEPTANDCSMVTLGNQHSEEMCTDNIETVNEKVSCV
aDG glyco up = alpha-DG glycosylation activation; activation, % at 10 µM; Pro5-aDG cells, alpha-DG glycosylation AlphaScreen (IIH6); 0% Pro5, 100% B10-LARGE cell signal; AID 624168; actives 0.22% (n = 360,000);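 active means activation of at least 8% versus controls, or a plate z-score of at least 8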;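 further: Pro5 are CHO cells carrying HIG-tagged alpha-DG that lacks glycosylation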
PDI turbidity = PDI (human) enzyme inhibition; PDI insulin aggregation turbidity, A650, 90 min; actives 0.052% (n = 350,000); inhibition, % at 10 µM;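 active means mean inhibition across replicates of 30% or more, whatever share of single replicates reach that level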;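 further: absorbance from insulin aggregation driven by PDI reduction with DTT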
Target sequence (P07237 whole entry, looked up): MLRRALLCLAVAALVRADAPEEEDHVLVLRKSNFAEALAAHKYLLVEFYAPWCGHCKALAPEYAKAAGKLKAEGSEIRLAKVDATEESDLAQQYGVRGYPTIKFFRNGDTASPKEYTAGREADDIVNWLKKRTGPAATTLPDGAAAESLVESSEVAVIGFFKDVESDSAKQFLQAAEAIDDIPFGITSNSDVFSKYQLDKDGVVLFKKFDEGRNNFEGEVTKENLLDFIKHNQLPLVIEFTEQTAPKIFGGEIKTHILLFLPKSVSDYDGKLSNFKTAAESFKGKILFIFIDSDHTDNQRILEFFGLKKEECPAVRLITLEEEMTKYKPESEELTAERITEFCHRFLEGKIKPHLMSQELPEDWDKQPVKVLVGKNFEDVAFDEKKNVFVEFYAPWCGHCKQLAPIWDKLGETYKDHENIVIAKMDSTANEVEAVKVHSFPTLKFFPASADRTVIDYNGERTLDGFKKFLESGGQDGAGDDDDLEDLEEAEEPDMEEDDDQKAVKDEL
Glyco luc inh = N-linked glycosylation inhibition; D54 ERlucT glycosylation luciferase reporter, 24 h; percent of 100 nM tunicamycin response; reporter increase, % at 12.5 µM; actives 0.23% (n = 360,000);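 active means mean luciferase reporter signal, scaled so untreated is 0 and the glycosylation-blocking control 100, at or above a set limit in every replicate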;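 further: luciferase carries N-glycosylation sites so blocking glycosylation raises the light; 0% = median of neutral control wells and 100% = median of 100 nM tunicamycin wells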
Vif inh = blocks HIV Vif function; HEK293T cells, Vif self-association by quenched fluorescence, imaging, 24 h; inhibition, % at 7.49 µM; actives 0.35% (n = 340,000); in the data active means inhibition above about 50%, passing the limit was not always enough; further: some results filed as inactive read as strong as hits
The depositor's hits bear a star; i = inactive; x = no result given.

Results follow in this order: PDI turbidity	Cardio protect	hiPSC survival	HTR2A ag	Glyco luc inh	Granule exo inh	ABCB6 inh 2	Vif inh	aDG glyco up	CaV13 FRET inh
1. Nn1c(SCc2ccccc2F)nnc1-c1cccnc1
 : -3	0	-0.6	-6	5	-2	98	2	-0.1	3
2. CN(CC(=O)Nc1cccc(F)c1)C(=O)/C=C/c1cc(Br)ccc1OC(F)F
 : 3	-5	-0.2	-3	0	1	101	x	0.3	-6
3. Cc1nnc(SC(C)C(=O)Nc2nccs2)s1 (centres undefined)
 : -1	6	-0.1	6	1	1	97	-3	-0.1	-1
4. CCOC(=O)N1CCN(S(=O)(=O)Cc2ccccc2)CC1
 : 5	1	-1.1	1	-1	1	101	3	0.4	x
5. CC(C)Cn1c(-c2csc3c2CCCC3)n[nH]c1=S
 : 1	-9	-3.1	4	0	-1	101	-3	0.0	-8
6. CCCC12C(=O)C(C)(C(c3ccccc3)=C1c1ccccc1)C1C(=O)N(c3ccc(C)cc3)C(=O)C12 (centres undefined)
 : 0	-11	2.4	0	-9	2	104	-15	2.6	-3
7. COc1ccc(C(=O)/C=C/c2ccc(OC)c(COc3ccc(F)cc3)c2)cc1
 : -11	-1	-5.1	-1	4	1	97	-14	0.4	-9
8. O=S(=O)(O)c1nc2ccccc2n1CCOc1ccccc1
 : 10	-4	-1.2	-1	4	-2	92	5	0.2	x
9. Cc1noc(C)c1COC(=O)/C=C/c1ccccc1Cl
 : -3	-2	-0.7	-1	-2	1	97	-1	0.0	-2
10. COc1cc(C=NC2CCCCC2)ccc1O
 : -4	1	0.1	0	2	-5	99	9	0.3	-6
11. COc1ccc2cc(C(=O)C3CCCN(C(=O)CCc4ccccn4)C3)ccc2c1 (centres undefined)
 : -12	-9	-0.7	3	-1	-2	98	-3	-0.1	-5
12. O=C(CSc1cccc[n+]1[O-])NC1CCCCCCC1
 : 1	4	-0.3	-1	2	-4	97	11	0.1	-2
13. COc1ccc2occ(C(=O)c3ccccc3)c2c1
 : 7	-11	0.7	-4	-1	-4	101	2	0.0	-3
14. C[C@@H](C(=O)Nc1nc2ccc(F)cc2s1)N1C(=O)C2CC=CCC2C1=O (some centres undefined)
 : 13	1	1.4	-1	0	3	92	-2	-0.2	-2
15. Cc1cccc(CSc2nc3ccncc3n2CC(=O)Nc2cc(C)cc(C)c2)c1
 : x	-19	2.7	5	-1	13	98	x	0.1	-3
16. CCN(C[C@H]1N[C@@](C)(C(=O)OC)[C@H]2C(=O)N(C)C(=O)[C@@H]12)C(=O)COc1ccccc1
 : 4	6	-1.0	-2	2	4	103	-1	0.0	-7
17. O=C(O)c1n[nH]c2c1CCCCC2
 : -8	4	-0.3	-1	3	0	96	13	-0.2	-6
18. Cc1nc2n(COCCO)cnn2c(=O)c1Br
 : -2	-4	4.4	-5	3	-1	94	-8	-0.2	-5
19. CCc1cc(CNC(=O)C2CCC(=O)N(Cc3ccc(Cl)cc3)C2)on1 (centres undefined)
 : -7	-1	-0.5	0	3	-1	96	4	0.1	-4
20. CCOc1cc(C=O)ccc1OCCn1c([N+](=O)[O-])cnc1C
 : 11	-2	-0.4	2	1	-7	94	6	-0.1	-5
21. OCCC1CN(Cc2ccc(Oc3ncccn3)cc2)CCN1C1CCCCC1 (centres undefined)
 : 2	0	-0.3	-2	-2	-3	102	-3	0.1	-4
22. CNC(=S)N(Cc1cc2ccc(OC)cc2[nH]c1=O)CC1CCCO1 (centres undefined)
 : 1	-2	-0.1	4	2	-2	87	10	1.1	-6
23. Cc1ccc(NC(=O)c2cnccn2)c(Br)c1
 : -4	1	0.1	-1	1	-3	93	7	-0.1	-21
24. Nc1cc(N)nc(SCC(=O)NCc2ccco2)n1
 : 7	5	-0.2	-1	0	-1	92	4	0.1	-3
25. O=C(COC(=O)c1cc(S(=O)(=O)N2CCOCC2)ccc1Cl)c1ccc[nH]1
 : 13	1	0.6	7	2	-6	i	8	0.1	15
26. CC(=O)Nc1ccc(NC(=O)CSc2nc(=O)n(Cc3cccnc3)c3c2CCC3)cc1
 : 2	3	0.1	12	0	4	97	-8	-0.1	-6
27. COc1cc(CNCCNC(=O)c2cccs2)cc(OC)c1OC
 : 3	-5	-1.8	-4	0	11	94	3	0.7	5
28. Cc1c(C#N)c(O)n(CCO)c(=O)c1N=Nc1ccccc1
 : 3	-9	-0.5	0	10	-5	103	1	-0.1	-16
29. O=C(COC(=O)c1ccccc1F)NC1CC1
 : 4	-6	-1.6	-3	5	-14	101	3	-0.1	-4
30. COc1ccc(NS(=O)(=O)c2ccc3c(c2)oc(=O)n3C)c(OC)c1
 : x	-10	0.2	-3	0	3	102	-6	-0.1	-10
31. CCc1ccc(NC(=O)[C@H](NC(=O)[C@@H]2Cc3ccccc3CN2)c2ccccc2)cc1
 : 6	-7	-0.4	-6	-2	30	100	-5	-0.1	-5
32. Cc1sc(NC(=O)CSc2nnnn2C(C)C)c(C#N)c1C
 : -10	-7	-0.5	-2	0	-2	107	-9	0.1	-8
33. COc1cccc(/C=N/NC(=O)C(=O)N2CCCCCC2)c1O
 : 7	45	0.3	-4	-1	-1	101	1	0.5	-10
34. O=C(CNC(=O)c1ccc(Br)cc1)OCc1cc([N+](=O)[O-])cc2c1OCOC2
 : 6	-13	0.3	0	0	-2	93	-1	0.1	-7
35. Cc1cc(NC(=O)CSc2nnnn2-c2cc(Cl)ccc2C)no1
 : -11	2	-0.6	-3	-1	-6	97	-10	0.0	-2
36. NS(=O)(=O)c1ccc(CCNC(=O)COC(=O)CCN2C(=O)C3CC=CCC3C2=O)cc1 (centres undefined)
 : 4	8	-0.4	-5	1	3	91	16	-0.1	-5
37. CCOc1ccc(S(=O)(=O)n2cc(-c3ccc(F)cc3)c(N)n2)cc1
 : -6	-14	1.6	1	-1	74*	89	-2	0.2	-4
38. O=C(c1ccc(Cl)cc1)c1cnc2ccccn12
 : -2	-4	-0.1	-2	-1	-2	142	-12	-0.2	-5
39. COc1cc(NC(=O)CCN2C(=O)NC3(CCCC3)C2=O)c(OC)cc1Cl
 : 8	14	0.4	-5	-1	2	91	2	-0.3	-7
40. CN(C)S(=O)(=O)c1cccc(C(=O)c2nccn2C)c1
 : 4	3	-0.5	-2	-1	1	88	3	-0.2	-1
41. Cn1c(SCC(=O)N2CCCC2)nnc1-c1cccs1
 : 9	2	0.2	-7	0	-6	95	10	0.0	-7
42. CCCCN(C(=O)c1cccc(S(=O)(=O)N2CCCC2)c1)c1c(N)n(CCC)c(=O)[nH]c1=O
 : 5	3	3.3	9	1	2	99	x	0.3	-16
43. CCC(CC)NC(=O)Nc1ccc(F)cc1F
 : -14	2	-2.4	0	-2	-2	96	x	0.1	6
44. Cc1ccc(S(=O)(=O)N2CCN(C(=O)CCc3c[nH]c4ccccc34)CC2)cc1
 : 10	4	0.2	3	1	2	95	40	0.2	-4
45. CCC(c1nnnn1-c1c(C)cccc1C)N1CCN(CC)CC1 (centres undefined)
 : x	x	1.2	0	x	-6	102	x	0.2	-5
46. Cc1ccc(NC(=O)N2CCN(c3ncccc3C(F)(F)F)CC2)cc1
 : 3	4	0.8	1	3	3	97	-9	-0.1	-5
47. COc1ccc(CNC(=O)CN(CC2CCCO2)C(=O)CNS(=O)(=O)c2ccc(F)cc2)cc1 (centres undefined)
 : -3	-3	-1.2	-4	0	-4	99	-22	-0.2	0
48. O=C(c1cccs1)N1CCC(c2nc(-c3ccc(S(=O)(=O)N4CCOCC4)cc3)no2)CC1
 : -3	-14	0.3	3	-3	2	104	-8	0.9	-3
49. Cc1ccccc1NC(=O)Cc1nnc(SCC(=O)NC2CCCC2)n1C
 : -6	6	0.3	-5	0	-2	97	8	0.1	-4
50. CCOC1=C2CN(S(=O)(=O)c3ccc(C)cc3)[C@H](c3cccs3)C[C@H]2[C@H]2C(=O)N(c3ccccc3)C(=O)[C@H]2C1
 : x	4	-0.5	8	-7	-1	99	12	0.0	-6
51. O=C(CSc1ccc(F)cc1)Nc1ccccc1Br
 : 2	5	0.3	1	-2	-1	98	-1	-0.1	x
52. Cc1ccc(-c2csc(NC(=O)CSc3nc4ccccc4[nH]3)n2)cc1
 : -7	-10	0.7	2	-2	6	93	-28	0.6	-5
53. CCOCCCNC(=O)C(NC(=O)Cc1cccs1)c1ccc(OC)cc1 (centres undefined)
 : -1	4	-0.5	0	1	-3	97	-2	0.2	-7
54. CCO[C@H]1OC(C(=O)NCc2nc3ccccc3[nH]2)=C[C@@H](c2cn(C(C)=O)c3ccccc23)[C@@H]1CCCO
 : 12	20	0.8	-1	2	-5	99	-5	-0.2	-6
55. CC(C)c1onc(C(=O)N2CCN(Cc3ccccc3)CC2)c1[N+](=O)[O-]
 : x	-8	1.4	5	-1	-2	99	-2	-0.1	7
56. COc1cc2c(c(OC)c1OC)CCc1cnoc1-2
 : 8	1	0.1	0	-3	7	91	7	0.2	-2
57. O=C(NC1CC1)C1=C[C@@H](c2ccccc2)C[C@@H](OCCCCO)O1
 : -8	0	-1.4	0	-2	-5	98	-39	0.0	-5
58. COc1ccccc1N1CCN(c2ccc3c(c2)S(=O)(=O)c2cccc(C(=O)NCc4cccc(F)c4)c2C3=O)CC1
 : 5	38	-0.1	0	-3	-3	88	-1	-0.3	-6
59. O=C1CC2(CCCCC2)CC(=O)N1CCc1ccccc1
 : -5	5	5.1	-1	-1	-2	95	-15	-0.2	-5
60. CNC(=O)C1CCN(S(=O)(=O)c2c(C)noc2/C=C/c2ccccc2F)CC1
 : x	4	0.4	0	0	0	87	2	-0.3	17

Next part.
Results follow in this order: PDI turbidity	Cardio protect	hiPSC survival	HTR2A ag	Glyco luc inh	Granule exo inh	ABCB6 inh 2	Vif inh	aDG glyco up	CaV13 FRET inh
61. COc1ccc(NC(=O)COC(=O)[C@@H]2CCCN2S(=O)(=O)c2ccccc2F)c(OC)c1
 : -5	1	0.0	0	2	8	102	-5	-0.1	5
62. CN(c1ccccc1)S(=O)(=O)c1cccc(NC(=O)Cc2c(F)cccc2Cl)c1
 : 15	-4	-1.2	-5	-2	16	94	2	0.9	-6
63. C/C(=N\NC(=O)CC1N=C(Cc2ccccc2)NNC1=O)c1ccncc1 (centres undefined)
 : 2	3	2.2	12	2	12	100	10	-0.1	-5
64. Cc1ccnc(NC(=O)c2cccc(S(=O)(=O)N3CCN(c4ccc(F)cc4)CC3)c2)c1
 : 7	-5	0.0	1	0	1	91	-2	-0.1	-6
65. C#CCN1CCc2onc(-c3ccc(Br)cc3)c2C1=O
 : x	x	x	-4	x	-1	x	x	0.2	-5
66. CSc1ccc(/C=N/Nc2nc(C)cc(C)n2)cc1
 : 4	14	0.0	2	1	2	91	-2	0.1	-2
67. C[C@H](NC(=O)Nc1ccc2c(c1)OCCO2)C(=O)O
 : 2	1	1.0	3	1	101*	103	x	0.0	-10
68. O=[N+]([O-])/C=C/c1c(OCc2ccccc2)ccc2ccccc12
 : -4	-25	-6.0	-10	-9	78*	106	x	-0.4	x
69. CC(=O)Nc1nc(COc2ccccc2)cs1
 : -3	-8	2.1	2	-1	-2	100	6	-0.1	-7
70. CCOc1ccc(-c2nn(-c3ccccc3)cc2/C=C2\SC(N)=NC2=O)cc1C
 : -15	-6	2.3	11	0	1	87	24	1.7	-7
71. COc1ccc(C(=O)OCC(=O)Nc2ccc(Cl)c(C(F)(F)F)c2)c(OC)c1OC
 : -2	-17	-1.6	-2	3	-4	99	0	0.0	x

Down the list, from the results shown.
Cardio protect for nos. 62–70, in order: -4, 3, -5, x, 14, 1, -25, -8, -6
